Compound activity as filed in PubChem.
VLA-4 inh: inhibition in human VLA-4 binding assay, primary screen, VLA-4 allosteric modulator project, MLPCN library, flow cytometry, VLA-4 expressing cells; Integrin alpha-4 (Homo sapiens), P13612; ligand binding flow cytometry; inhibition, % (about 7 µM as worked out from the volumes in the protocol); 330,000 tested, 0.2% active; AID 2557, 2010; in the data active = inhibition above about 50%
GLD-1 RNA inh: GLD-1/TGE RNA complex disruptors, primary screen, biochemical, fluorescence polarization; AID 2280, 2010; Female germline-specific tumor suppressor gld-1 (Caenorhabditis elegans), Q17339; purified GLD-1 + fluorescein TGE RNA; 320,000 tested, 0.44% active; inhibition, % at 5.96 µM;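 active = percent inhibition above a per-plate cutoff, the plate mean of test compounds plus 3 SD, cut at about 30% in these data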;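 note: 0% = DMSO wells with GLD-1 and probe and 100% = wells lacking GLD-1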
Target sequence (Q17339 whole entry, looked up): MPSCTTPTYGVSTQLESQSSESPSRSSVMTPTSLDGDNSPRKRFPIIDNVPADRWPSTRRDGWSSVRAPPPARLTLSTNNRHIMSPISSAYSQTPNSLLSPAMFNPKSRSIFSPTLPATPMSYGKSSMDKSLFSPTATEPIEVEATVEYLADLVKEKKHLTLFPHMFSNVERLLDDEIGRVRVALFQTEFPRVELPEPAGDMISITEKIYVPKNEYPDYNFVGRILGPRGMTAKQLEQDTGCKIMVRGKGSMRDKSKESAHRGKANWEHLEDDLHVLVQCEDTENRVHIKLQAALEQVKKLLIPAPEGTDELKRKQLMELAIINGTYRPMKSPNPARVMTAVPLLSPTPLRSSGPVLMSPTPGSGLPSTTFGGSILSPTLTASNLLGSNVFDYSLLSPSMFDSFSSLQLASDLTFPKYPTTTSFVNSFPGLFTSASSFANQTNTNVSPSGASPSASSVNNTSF
MEX-5 binding: MEX-5 zinc finger RNA-binding disruptors – biochemical, C. elegans, fluorescence polarization, MLPCN library, primary screen | Zinc finger protein mex-5 (Caenorhabditis elegans), Q9XUB2 | MEX-5/FITC-TCR2 RNA binding; active compounds read low | activity score (negative = inhibition of binding), % at 10 µM | 300,000 tested, 0.38% active;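 active = inhibition past about -25% in most replicates, and total fluorescence under double the plate's negative control median, limit read from the data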;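 note: 0% = DMSO and -100% = 5 µM competing unlabeled TCR2 RNA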
CR mimetic SO: reduction of superoxide in aged yeast, primary screen, HTS; 330,000 tested, 0.18% active; superoxide response (% of plate mean), % at 10 µM; S. cerevisiae aged cells, superoxide DHE fluorescence; active compounds read low;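 active = superoxide response under a set limit, about three screen SD below normal, cut at about 65% in these data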;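 note: yeast aged for seven days with compound at 30 °C before DHE staining; 100% = average MFI of all compound-treated wells on the plate with controls excluded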
CIT2 TOR yeast: modulators of CIT2-GFP expression in yeast, primary screen, S. cerevisiae, GFP fusion, multiplex flow cytometry, MLPCN library. 320,000 tested, 0.065% active. GFP response vs DMSO, % at 10 µM. S. cerevisiae CIT2-GFP strain, 3 h; 100 means same as DMSO wells. AID 2029, 2009;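 active = GFP response relative to DMSO above a set limit, near the screen mean plus 3 SD, cut at about 150% in these data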;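 note: ratio of well median GFP fluorescence to mean of DMSO wells on the plate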
GRK2 aptamer HTS: compounds blocking aptamer binding on GRK2 – biochemical, human GRK2, bead flow cytometry, HTS, primary screen; Beta-adrenergic receptor kinase 1 (Homo sapiens), P25098; FAM-aptamer displacement from GRK2; inhibition of aptamer binding, % at 10 µM; 330,000 tested, 0.59% active; AID 488847, 2010;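 active = inhibition of aptamer binding above 40%, roughly 3 SD of noise, on plates passing a quality check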;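 note: median bead fluorescence of bound FAM aptamer so fluorescent compounds give negative values; no value below 0 was filed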
AGP1-GFP MLPCN: modulators of AGP1-GFP expression in yeast TOR pathway, primary screen, cell-based, multiplex flow cytometry, S. cerevisiae, MLPCN library; 3 h; GFP as percent of DMSO wells; 320,000 tested, 0.02% active; GFP response vs DMSO, % at 10 µM; AID 2066, 2009;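 active = GFP response relative to DMSO above a set limit, near screen average plus 3 SD, cut at about 150% in these data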;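 note: median GFP channel fluorescence of the gated AGP1 strain per well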
Bcl-xL primary: inhibitors of human Bcl-xL, primary screen, biochemical, fluorescence polarization, HTS; Bcl-2-like protein 1 (Homo sapiens), Q07817; GST-Bcl-xL / FITC-Bim BH3 peptide fluorescence polarization; inhibition, % at 10.9 µM; 320,000 tested, 0.7% active;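 active = inhibition above the mean of all tested compounds plus 3 SD, cutoff set per campaign, cut at about 30% in these data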;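 note: 0% = DMSO wells and 100% = unlabeled Bim-BH3 peptide competitor; inhibitors lower millipolarization by displacing the labeled peptide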
Target sequence (Q07817 whole entry, looked up): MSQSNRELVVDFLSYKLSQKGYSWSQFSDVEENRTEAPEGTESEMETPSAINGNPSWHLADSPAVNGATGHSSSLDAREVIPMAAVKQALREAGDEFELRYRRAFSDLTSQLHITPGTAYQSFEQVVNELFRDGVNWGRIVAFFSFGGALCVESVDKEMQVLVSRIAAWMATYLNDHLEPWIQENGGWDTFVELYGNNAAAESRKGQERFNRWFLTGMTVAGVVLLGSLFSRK
MCL1 BIM primary: inhibitors of MCL1 binding to BIM-BH3, primary screen, biochemical, fluorescence polarization; GST-MCL1 / FITC-Bim-BH3 fluorescence polarization; 320,000 tested, 0.68% active; inhibition, % at 10.9 µM;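 active = inhibition above the mean inhibition of all tested compounds plus 3 SD, set per campaign, cut at about 40% in these data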;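 note: 0% = DMSO wells and 100% = unlabeled Bim-BH3 peptide control; higher means more loss of mP so more displacement of Bim peptide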
Target sequence (Q07820 whole entry, looked up): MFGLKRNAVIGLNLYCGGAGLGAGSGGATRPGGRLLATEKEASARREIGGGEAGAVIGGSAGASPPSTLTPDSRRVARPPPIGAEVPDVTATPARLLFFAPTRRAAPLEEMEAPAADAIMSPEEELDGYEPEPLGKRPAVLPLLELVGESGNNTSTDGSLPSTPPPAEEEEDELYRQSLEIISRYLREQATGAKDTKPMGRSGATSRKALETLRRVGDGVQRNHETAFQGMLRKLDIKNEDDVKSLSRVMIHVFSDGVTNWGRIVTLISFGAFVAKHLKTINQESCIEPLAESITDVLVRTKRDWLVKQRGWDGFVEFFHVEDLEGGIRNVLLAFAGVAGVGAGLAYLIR
* hit, by the source's call; / = no result given.

Each structure is followed by: VLA-4 inh	GLD-1 RNA inh	MEX-5 binding	CR mimetic SO	CIT2 TOR yeast	GRK2 aptamer HTS	AGP1-GFP MLPCN	Bcl-xL primary	MCL1 BIM primary
Cc1cc(C)c(NC(=O)CN2C(=O)NC(CCc3ccccc3)C2=O)c(C)c1 (centres undefined)
 : 4	4	1.2	94	102	2	94	-7	-11
COc1ccc(/C=N/S(=O)(=O)CCc2ccccc2)c(OC)c1
 : 22	4	0.8	108	108	3	99	1	2
Cc1cc(Cl)ccc1C(=O)C1CCCN(C(=O)c2ccoc2)C1 (centres undefined)
 : 6	6	-1.5	98	98	8	100	1	2
Brc1ccccc1OCCOCCOc1cccc2cccnc12
 : 6	7	1.4	81	94	0	100	3	-1
O=C(Cn1c(=O)oc2ccccc21)N1CCN(c2ccc(N3CCOCC3)nn2)CC1
 : 2	2	3.9	113	100	0	101	2	0
O=C(CNC(=O)c1ccco1)NNC(=O)c1ccc(Br)cc1
 : 1	1	/	91	98	0	108	/	/
CCOc1ccc(S(=O)(=O)Nc2ccc(C(=O)NCC(c3ccco3)N3CCCCC3)cc2)cc1 (centres undefined)
 : 5	1	-1.0	99	89	1	94	3	8
CC1(C(=O)NC2CCCC2)CCC(=O)N1Cc1ccc2c(c1)OCO2 (centres undefined)
 : -2	5	-2.1	101	100	4	106	4	3
CCCNC(=O)c1onc(CSc2ccccc2)c1C(=O)NCCC
 : 21	3	-0.6	95	116	3	97	-4	3
CC1=C(C(=O)OCc2ccc3c(c2)OCO3)C(c2ccc(Cl)cc2)NC(=O)N1 (centres undefined)
 : -16	5	-0.6	109	92	2	98	1	-3
CCOC(=O)c1ccc(NC(=O)c2ccnn2C)cc1
 : -6	4	2.2	98	88	0	100	3	-5
CCN(CC)S(=O)(=O)c1ccc(OC)c(NC(=O)CCc2c(C)noc2C)c1
 : 9	1	/	108	96	1	108	-9	-12
O=C(Nc1ccc2c(c1)nc1n2CCCCC1)c1cc(S(=O)(=O)N2CCOCC2)ccc1Cl
 : 3	8	2.3	100	96	1	95	3	10
COc1ccccc1N1C(N)=NC(N)=NC12CCCCC2
 : -1	/	0.5	100	95	1	96	/	/
Cc1[nH]n(-c2ccc(Cl)cc2)c(=O)c1C=NC12CN3CN(CN(C3)C1)C2
 : 3	-1	-0.2	100	101	0	98	-1	0
CCOC(=O)C1CCN(C(=O)Cn2cnc3sc(C)c(S(=O)(=O)N4CCCCC4)c3c2=O)CC1
 : -10	6	0.1	105	106	4	97	3	7
CCn1cc(C(=O)Nc2ccc(Cl)cc2Cl)cn1
 : 1	-3	-2.7	95	87	0	95	6	4
O=C(OCc1cccc(Cl)c1)c1cc([N+](=O)[O-])ccc1N1CCOCC1
 : 11	5	-0.8	103	86	1	103	-16	-14
Cc1ccc(-c2nc(CN3CCN(C(=O)C4CCCO4)CC3)cs2)cc1 (centres undefined)
 : 5	2	0.5	/	/	3	94	2	4
CCNC(=O)C(=O)N1CCC2(CC1)OCCN2S(=O)(=O)c1ccc(C)cc1
 : 6	0	-0.4	100	107	0	106	4	4
COc1ccccc1NC(=O)CCCN1C(=O)C(c2ccccc2)Oc2cccnc21 (centres undefined)
 : 6	4	-0.4	105	104	1	99	7	1
CCC(=O)Oc1ccc(C(=O)Nc2ccc3c(c2)OCO3)cc1
 : 6	-4	1.5	103	93	1	97	-2	-6
Cc1cc(=O)[nH]c(N/N=C/c2cc(C)n(-c3ccccc3)c2C)n1
 : 1	0	0.7	98	86	1	102	-3	5
C=CCN(c1ccccc1)S(=O)(=O)c1ccc2[nH]cc(C(=O)NCCOC)c(=O)c2c1
 : -2	2	-0.9	101	100	2	97	-2	-13
Cc1c(Br)c(=O)oc2c(Br)c(O)ccc12
 : 10	4	1.0	111	101	1	75	7	3
Cc1ccc(Oc2ncnc3sccc23)cc1
 : 0	1	0.9	88	105	0	95	-1	0
Cc1cccc(OCCC(=O)OCC(=O)N2CCc3ccccc32)c1
 : -3	3	1.8	91	96	2	95	9	8
Cc1ccc(S(=O)(=O)Nc2ccc3c4c(cccc24)CC3)c(C)c1
 : -8	7	-5.5	102	92	1	100	10	4
CCC1(C)NC(=O)N(CC(=O)NCC(=O)Nc2c(C)cc(C)cc2C)C1=O (centres undefined)
 : -1	-3	/	103	87	6	94	-17	-22
Cc1ccn(C(CC(=O)c2ccc(Br)cc2)C(=O)O)n1 (centres undefined)
 : -12	-8	3.4	101	96	4	96	3	2

A stretch taken from the entries so far, for reference:
Each structure is followed by: VLA-4 inh	GLD-1 RNA inh	MEX-5 binding	CR mimetic SO	CIT2 TOR yeast	GRK2 aptamer HTS	AGP1-GFP MLPCN	Bcl-xL primary	MCL1 BIM primary
CCOC(=O)C1CCN(C(=O)Cn2cnc3sc(C)c(S(=O)(=O)N4CCCCC4)c3c2=O)CC1
 : -10	6	0.1	105	106	4	97	3	7
CCn1cc(C(=O)Nc2ccc(Cl)cc2Cl)cn1
 : 1	-3	-2.7	95	87	0	95	6	4
O=C(OCc1cccc(Cl)c1)c1cc([N+](=O)[O-])ccc1N1CCOCC1
 : 11	5	-0.8	103	86	1	103	-16	-14
Cc1ccc(-c2nc(CN3CCN(C(=O)C4CCCO4)CC3)cs2)cc1 (centres undefined)
 : 5	2	0.5	/	/	3	94	2	4
CCNC(=O)C(=O)N1CCC2(CC1)OCCN2S(=O)(=O)c1ccc(C)cc1
 : 6	0	-0.4	100	107	0	106	4	4
COc1ccccc1NC(=O)CCCN1C(=O)C(c2ccccc2)Oc2cccnc21 (centres undefined)
 : 6	4	-0.4	105	104	1	99	7	1
CCC(=O)Oc1ccc(C(=O)Nc2ccc3c(c2)OCO3)cc1
 : 6	-4	1.5	103	93	1	97	-2	-6
Cc1cc(=O)[nH]c(N/N=C/c2cc(C)n(-c3ccccc3)c2C)n1
 : 1	0	0.7	98	86	1	102	-3	5
C=CCN(c1ccccc1)S(=O)(=O)c1ccc2[nH]cc(C(=O)NCCOC)c(=O)c2c1
 : -2	2	-0.9	101	100	2	97	-2	-13

The results go on.
Each structure is followed by: VLA-4 inh	GLD-1 RNA inh	MEX-5 binding	CR mimetic SO	CIT2 TOR yeast	GRK2 aptamer HTS	AGP1-GFP MLPCN	Bcl-xL primary	MCL1 BIM primary
Cc1ccc(NC(=S)Nc2cccc(S(=O)(=O)Nc3c(C)n(C)n(-c4ccccc4)c3=O)c2)cc1
 : -29	1	-1.0	100	108	3	105	6	0
Cc1cc([N+](=O)[O-])nn1CC(=O)N1CCOCC1
 : 1	2	1.0	75	104	0	99	5	3
COc1ccc(NC(=S)Nc2ccc3nsnc3c2)cc1
 : 7	14	0.3	96	99	3	101	28	30
COc1ccccc1NC(=O)COc1ccc(/C=N/NC(=O)c2cccnc2)cc1
 : -1	2	-2.3	109	100	0	101	4	-3
CC1(C)C(CSc2nc3ccccc3[nH]2)C1(Cl)Cl (centres undefined)
 : 8	-7	0.6	101	75	1	92	2	3
COc1ccc(-c2cc3nc(C4CCN(C(=O)OC(C)(C)C)CC4)c(C(=O)O)cn3n2)cc1
 : -7	6	-1.4	97	101	2	98	4	-2
Cc1cc(NC(=O)CSc2cn(C)c3ccccc23)no1
 : -2	-3	0.1	108	95	2	93	2	0
C#CCOCCOCCOCCNc1nc(N2CCN(C(=O)[C@H]([C@@H](C)CC)n3cc([C@@H](N)CC(C)C)nn3)CC2)nc(N2CCN(C(=O)[C@H](Cc3cc4ccccc4[nH]3)n3cc([C@@H](N)Cc4ccc(O)cc4)nn3)CC2)n1
 : 7	-1	7.9	86	86	0	83	5	9
OC1(C(F)(F)F)CC(c2ccc3ccccc3c2)=NO1 (centres undefined)
 : 9	0	1.7	99	106	4	109	0	-2
CC(C)c1ccc2c(c1)C(=O)NC(C)(C)C2
 : -24	3	0.7	99	101	2	99	2	-3
C=CCNC(=O)C1CC(=O)N(c2ccc(OCc3ccc(F)cc3)cc2)C1 (centres undefined)
 : -5	2	0.0	97	106	2	104	-3	-8
COc1ccc(S(=O)(=O)N(CC(=O)NCCCN(C)C)c2ccc(C)cc2)cc1OC
 : 8	-2	2.7	103	93	1	92	9	8
O=C(C(NS(=O)(=O)c1cccc2nsnc12)c1ccccc1)N1CCN(c2ccccc2)CC1 (centres undefined)
 : -13	7	1.2	92	118	0	108	8	7
Cc1cc2cc(CN(Cc3cccs3)C(=S)NCC3CCCO3)c(=O)[nH]c2cc1C (centres undefined)
 : 4	-3	-0.4	101	96	0	103	5	9
Cc1cc(C)n2nc(S(=O)(=O)NC(C)(C)C)nc2n1
 : -2	3	1.3	106	98	0	103	0	5
Cc1ccc2[nH]c(CNC(=O)c3ccc(F)cc3)cc2c1
 : -14	3	-1.1	102	98	6	100	-4	-12
CCOc1ccc(N2C(=O)CC(NCCNc3ccc([N+](=O)[O-])cn3)C2=O)cc1 (centres undefined)
 : 40	5	2.9	93	104	1	102	8	0
Nc1nc(CSc2nc3ccccc3s2)nc(N2CCCCC2)n1
 : -22	-3	-4.4	97	101	0	102	-6	-4
Cc1ccnc(NC(=O)CCC(=O)N(CC(=O)NC2CCCCC2)C2CCCC2)c1
 : -6	-2	1.4	85	102	0	98	0	5
C=C(C)COc1ccc2c(C)c(C)c(=O)oc2c1OCC(=C)C
 : 4	9	3.7	93	99	0	98	4	2
c1ccc(CNc2ncnc3c2cnn3-c2ccccc2)cc1
 : 15	12	-1.2	100	103	2	97	3	-2
CC(C)Sc1nc2ccccc2n1CC(=O)O
 : -13	-5	-5.8	90	92	0	99	-1	1
COc1ccc2oc(C(=O)OCc3nnc(-c4ccccc4)o3)c(C)c2c1
 : 8	7	0.8	113	97	0	95	-1	-3
COc1ccc(/C=C2/SC(=S)N(CCCC(=O)Nc3cccc(O)c3)C2=O)cc1
 : 12	-6	-1.8	115	104	1	100	0	3
CC(=O)N1CCN(Cc2nc3cc(NC(=O)NC4CCCCC4)ccc3n2C)CC1
 : 2	6	0.3	101	104	2	111	8	10
S=c1nccc(-c2ccc(Cl)cc2)[nH]1
 : -1	-5	1.2	91	99	0	107	10	3
Cc1onc(-c2ccccc2)c1C1=N/C(=C\c2ccccc2F)C(=O)O1
 : -1	2	-1.1	110	115	3	109	4	3
O=[N+]([O-])c1ccc(/C=N/Nc2ccnc3cc(Cl)ccc23)o1
 : -22	-1	0.1	140	115	3	102	-32	-56
COc1ccc(N(C(=O)c2cnccn2)C(C(=O)NC2CCCCC2)c2ccccc2)cc1 (centres undefined)
 : 4	-1	-0.1	94	91	0	95	2	-6
